KAT2A inh = GCN5L2 (KAT2A) acetyltransferase inhibition; Q92830; GCN5L2 HAT assay, ThioGlo1 CoA-SH fluorescence; Potency, µM (series often up to 58.9 µM), without a hit: at the highest dose activity change, negative = inhibition, most hits filed as inhibitors; 390,000 compounds, 0.21% hits; AID 504327; active means well fitted inhibition curve with a large enough effect; inconclusive means small, poorly fitted or top-dose-only effect, or another doubt; inactive means no such curve, though single readings can be large or run the other way
Target sequence (Q92830 whole entry, looked up): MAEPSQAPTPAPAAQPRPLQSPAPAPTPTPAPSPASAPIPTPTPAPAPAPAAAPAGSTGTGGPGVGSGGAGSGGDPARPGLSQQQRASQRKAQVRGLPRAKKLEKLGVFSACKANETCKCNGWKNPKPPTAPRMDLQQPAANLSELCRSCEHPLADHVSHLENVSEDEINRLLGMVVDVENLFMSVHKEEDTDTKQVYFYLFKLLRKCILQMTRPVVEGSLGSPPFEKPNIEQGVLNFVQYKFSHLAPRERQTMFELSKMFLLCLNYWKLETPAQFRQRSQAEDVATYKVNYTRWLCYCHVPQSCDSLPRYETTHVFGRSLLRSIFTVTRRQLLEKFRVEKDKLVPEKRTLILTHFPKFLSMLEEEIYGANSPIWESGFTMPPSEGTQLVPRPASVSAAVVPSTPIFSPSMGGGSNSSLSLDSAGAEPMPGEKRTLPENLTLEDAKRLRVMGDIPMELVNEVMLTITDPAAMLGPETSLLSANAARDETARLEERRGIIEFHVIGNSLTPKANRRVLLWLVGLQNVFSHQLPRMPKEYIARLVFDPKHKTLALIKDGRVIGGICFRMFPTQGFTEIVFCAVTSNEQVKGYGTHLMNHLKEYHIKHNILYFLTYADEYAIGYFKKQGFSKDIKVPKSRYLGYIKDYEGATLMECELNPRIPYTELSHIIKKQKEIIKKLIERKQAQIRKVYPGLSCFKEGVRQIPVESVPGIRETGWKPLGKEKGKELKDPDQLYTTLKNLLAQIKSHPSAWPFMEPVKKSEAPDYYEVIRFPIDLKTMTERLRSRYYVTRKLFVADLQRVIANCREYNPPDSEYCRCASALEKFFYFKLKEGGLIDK
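Free CoA generated was detected with ThioGlo1 (50uM) fluorescence at Ex340nm/Em540nm, read immediately and after 20 min at room temperature. Enzyme, 20 nM in HEPES pH 7.5 buffer, saw compounds 15 min before adding 75uM H3(1-25) peptide and 70uM acetyl-CoA.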
* marks the source's active call; other numbers are inactive results; ? = inconclusive; & = joins results of further samples; [ ] = dose if it differs, or a comment. On the % scale 0 is the no-effect control and ±100 the full control effect; potency means the concentration at half of the fitted maximal effect. Some of the compounds tested; the hit share may differ from the screen's.

molecule	KAT2A inh
O=c1oc2c(CN3CCOCC3)c(O)ccc2cc1-c1ccccc1	-24%
Nc1[nH]n2c(=O)cc(-c3ccccc3)nc2c1N=Nc1ccc2c(c1)OCO2	2%
COc1ccc(CC(N)C(=O)NC2C(CO)OC(n3cnc4c(N(C)C)ncnc43)C2O)cc1 (stereo unspecified)	5%
O=[N+]([O-])/C(=C\Nc1ccccc1Cl)S(=O)(=O)c1ccccc1	-3%
Cc1nc(N=Nc2ccc(C(=O)O)cc2)c(COP(=O)(O)O)c(C=O)c1O	-15%
Cc1ccc(S(=O)(=O)n2c3ccc(F)cc3c3nc(C)sc32)cc1	-8%
COc1ccc(CNC(=O)C/C(C)=N/NC(=O)c2cc(OC)cc(OC)c2)cc1	-3%
OC[C@@H]1O[C@@H](Oc2ccc(O)cc2)[C@H](O)[C@@H](O)[C@@H]1O	9%
Cc1cc(NC(=O)c2cccs2)cc(-c2nc3cc(Cl)ccc3o2)c1O	-8%
NC(N)=NCCC[C@@H](N)C(=O)NCC(=O)N[C@@H](CC(=O)O)C(=O)N[C@@H](Cc1c[nH]c2ccccc12)C(=O)O	-21%
COc1cccc(C(=O)CC(=O)C(=O)Nc2cc(OC)c(OC)c(OC)c2)c1	-1%
Cc1ccc2nc(Nc3nc(=O)c4ccccc4n3C)nc(C)c2c1	-6%
CCC(=O)N1C(=O)C2(Nc3ccccc3N2)c2ccccc21	-5%
Cn1c(=O)c2c(SCc3ccccc3)nc(-c3ccco3)nc2n(C)c1=O	0%
CN(C)c1ccc(/C=C(\C#N)C(=O)NCc2ccco2)cc1	-6%
COc1cc(/C=C(\C#N)c2nc3c(s2)CCCC3)ccc1O	-5%
O=C1NC(Cc2ccccc2)c2nc3ccccc3c(=O)n2-c2cc(Cl)ccc21 (stereo unspecified)	-8%
C[C@H]1CC2C3CCC4=CC(=O)C=C[C@]4(C)[C@@]3(Cl)[C@@H](O)C[C@]2(C)[C@@]1(O)C(=O)CO (stereo partly specified)	-4%
Cc1nc(/N=C(\N)Nc2ccccc2)nc2ccccc12	24%
COc1ccccc1N1C(=O)C2ON(c3ccccc3)C(c3ccc(N(C)C)cc3)C2C1=O (stereo unspecified)	-6%
C[C@@H](C(=O)N1CCN(C(=O)OC(C)(C)C)CC1)n1cc(-c2cn([C@@H](C)C(=O)N3CCN(C(=O)OC(C)(C)C)CC3)nn2)nn1	1%
O=C(O)c1ccc(S(=O)(=O)N[C@H](Cc2ccc([N+](=O)[O-])cc2)C(=O)O)cc1	-1%
COCCCNC(=O)c1ccc2c(c1)N=C(C)c1c(C)ccc(C)c1S2	2%
COCC(=O)Nc1ccc(C(=O)Nc2ccccc2Cl)cc1	9%
CCOC(=O)c1cc(OC(=O)c2cccnc2)n(-c2ccccc2)n1	1%
CCOC(=O)c1c(C)[nH]c(C(=O)COC(=O)c2cn(CC)c3nc(C)ccc3c2=O)c1C	1%
Nc1c(C(=O)c2ccco2)oc2ccccc12	-2%
COc1ccc(OC)c(NS(=O)(=O)c2cc3c(cc2Cl)N(C(C)=O)CCO3)c1	-11%
COC1[C@@H](OC)C[C@H](C)[C@@H](OC)C2=CC(=O)C=C(NC(=O)/C(C)=C/C=C\[C@H](OC)[C@@H](OC(N)=O)/C(C)=C/[C@@H]1C)C2=O (stereo partly specified)	36%[activator]
COc1cccc(C2C(C(=O)c3cccs3)=C(O)C(=O)N2CCCn2ccnc2)c1OC (stereo unspecified)	1%
COc1ccc(Nc2nc(-c3sc(NC(C)=O)nc3C)cs2)cc1	-6%
O=S(=O)(c1ccc2c(c1)C(O)c1ccccc1CC2)C(F)(F)F (stereo unspecified)	-7%
COc1ccc(C(=O)/C(=C\c2sccc2C)c2nc3ccccc3o2)cc1	-9%
CN1CCCN([C@@H](c2ccccc2)c2ccc(Cl)cc2)CC1	10%[21.4 µM]
COc1ccc(-c2cc(=O)c3c(O)cc(O)cc3o2)cc1O	-22%
CC1(C(=O)O)CCC2(C)CCC3(C)C(=CC(=O)C4C5(C)CCC(O)C(C)(C)C5CCC43C)C2C1 (stereo unspecified)	-19%
CC12C=CC(=O)C=C1[C@@H](F)CC1C2C(O)CC2(C)C1CC[C@]2(O)C(=O)CO (stereo partly specified)	-24%
Cc1ccc2sc(NNC(=O)c3cc(-c4cccs4)nc4ccccc34)nc2c1C	1%
CC(C)NCCCCOc1ccccc1-c1ccccc1	-1%
Nc1nnc(-c2cc3c(ccc4ccccc43)oc2=O)s1	-14%
COCCCn1c(=NC(=O)c2ccc3c(c2)OCO3)c(C#N)cc2c(=O)n3cccc(C)c3nc21	-5%
O=c1c2cc(N3CCOCC3)ccc2[nH]c(=S)n1CCCN1CCN(c2ccccc2F)CC1	-10%
O=C(OCc1ccccc1)[C@@H]1COC(c2ccc(Br)cc2)=N1	-14%[88.6 µM]
Cc1ccc(OCCN2CCN(CC(O)Cn3c4ccccc4c4ccccc43)CC2)cc1 (stereo unspecified)	-10%
CCOC(=O)C1Cc2cc3c(cc2C1=O)CC(C(=O)OCC)C3=O (stereo unspecified)	-8%
c1ccc2[nH]c(SN3CCOCC3)nc2c1	-19%
O=[N+]([O-])c1ccccc1S(=O)(=O)N1CCN(S(=O)(=O)c2ccc3c(c2)OCCO3)CC1	2%
N[C@@H](Cn1c2c(c(=O)[nH]c1=O)CCC2)C(=O)O	-9%
S=c1[nH]nc(-c2ccncc2)n1/N=C/c1cccc2ccccc12	-6%
Cc1c(N=C2NC(=O)/C(=C/c3cccc([N+](=O)[O-])c3)S2)c(=O)n(-c2ccccc2)n1C	1%
C#C[C@]1(O)CC[C@@H]2[C@H]3CCC4=CC(=O)CC[C@H]4[C@H]3C(=C)C[C@@]21CC	-10%
ClCc1csc(N/N=C/c2cccs2)n1	5%
COc1ccc(-c2nc3ccccc3s2)cc1NC(=O)c1ccccc1F	-8%
COc1ccc(OC)c(Nc2nc(N)nc(CSc3nnc(-c4ccncc4)o3)n2)c1	4%
CCCCNS(=O)(=O)c1ccc2nc(-c3cccnc3)cc(C(=O)NCCCN(CC)CC)c2c1	-11%
Cc1ccc(C)n1-c1ccc(-c2nnco2)cc1	-6%
CC1CCN(S(=O)(=O)c2ccc3c(c2)N(CC(=O)N2CCN(c4ccccc4)CC2)C(=O)CO3)CC1	-8%
C#CCOCCOCCOCCNc1nc(N2CCN(C(=O)[C@H](Cc3ccc(O)cc3)n3cc([C@@H](N)C(C)CC)nn3)CC2)nc(N2CCN(C(=O)[C@H](CCCCN)n3cc([C@@H](N)CC(C)C)nn3)CC2)n1 (stereo partly specified)	-5%
O=c1ccc2ccc(Oc3ccc([N+](=O)[O-])cc3[N+](=O)[O-])cc2o1	1%
Cn1ccnc1SCC(=O)Nc1cccc(Br)c1	0%

(cont.)
Molecule	KAT2A inh
Cc1ccc(C(=O)C2=C(O)C(=O)N(CCN3CCOCC3)C2c2ccccn2)o1 (stereo unspecified)	-1%
O=S1(=O)CCOCCN1Cc1ccc(Cl)cc1Cl	-7%
O=C1CSC2(C(=O)N(Cc3ccccc3F)c3ccccc32)N1c1ccc(F)cc1 (stereo unspecified)	-14%
N#Cc1cc2c(nc1SCc1nc3ccccc3[nH]1)CCC2	-16%
COc1ccc(C2C3=C(Nc4ncnn42)c2ccccc2CC3)cc1OC (stereo unspecified)	-2%
O=C(NC(=S)Nc1ccc2c(c1)C(=O)c1ccccc1C2=O)c1ccc(F)cc1	0%
Cc1ccc(CN2C(=O)N/C(=C/c3ccc4c(c3)n(C)c(=O)n4C)C2=O)cc1	-6%
COc1ccc(/C=C2/SC(=O)N(CCC(=O)Nc3ccc(C)cc3)C2=O)cc1OC	2%
CCCCC[C@H](O)/C=C/C1=C(C/C=C\CCCC(=O)O)C(=O)CC1	-13%
O=C(/C=C/c1ccc(Br)o1)Nc1nnc(C2CC2)s1	-11%
Clc1cccc(-c2ccc3ncnc(NCc4cccnc4)c3c2)c1	-4%&-2%
CN(C)c1ccc(C2CC(c3ccccc3)=Nc3nc(-c4ccccc4)cn32)cc1 (stereo unspecified)	0%
COCCNC(=O)/C(C#N)=c1\s/c(=C\c2ccccc2OC(F)F)c(=O)n1Cc1ccccc1	-4%
CCOc1cc(N2CCOCC2)c(OCC)cc1NC(=O)COc1ccc2ccc(=O)oc2c1	-8%
COc1ccc(S(=O)(=O)NCCc2sc(C)nc2C)cc1	2%
Cn1c(=O)c2c(nc(SCC(=O)Nc3ccccc3F)n2Cc2ccc(Cl)cc2)n(C)c1=O	-2%
CC(C)C[C@H](NC(=O)[C@H](CCCCN)NC(=O)CNC(=O)[C@H](CC(C)C)NC(=O)[C@@H](N)C(C)C)C(=O)N[C@@H](CO)C(=O)N[C@@H](CCC(N)=O)C(=O)N[C@@H](CCC(=O)O)C(=O)N[C@@H](CC(C)C)C(=O)N[C@@H](Cc1cnc[nH]1)C(=O)N[C@@H](CCCCN)C(=O)N[C@@H](CC(C)C)C(=O)N[C@@H](CCC(N)=O)C(=O)N[C@H](C(=O)N[C@@H](Cc1ccc(O)cc1)C(=O)N1CCC[C@H]1C(=O)N[C@@H](CCCNC(=N)N)C(=O)N[C@H](C(=O)N[C@@H](CC(N)=O)C(=O)N[C@H](C(=O)NCC(=O)N[C@@H](CO)C(=O)NCC(=O)N[C@H](C(=O)N1CCC[C@H]1C(N)=O)[C@@H](C)O)[C@@H](C)O)[C@@H](C)O)[C@@H](C)O	14%
CO[C@]1(C)C[C@H]2O[C@]1(C)n1c3ccccc3c3c4c(c5c6ccccc6n2c5c31)C(=O)N(C)C4	36%[activator]
Cc1nc(NC2=NCN(Cc3ccccc3)CN2)nc2ccccc12	-3%
CC(=O)Nc1cccc(C(=O)/C=C/c2ccc(/C=C/C(=O)c3cccc(NC(C)=O)c3)cc2)c1	5%
CN1CCOc2ccc(S(=O)(=O)N3CCN(S(=O)(=O)c4c(F)cccc4F)CC3)cc21	0%
CC(=O)Nc1oc(-c2cccc3ccccc23)nc1C#N	-19%
COc1ccc(-c2[nH]n(-c3ccc([N+](=O)[O-])cc3)c(=O)c2C=NCCN2CCNCC2)cc1	-5%
O=C(NC1CC2CCCC(C1)N2C1CC1)NC12CC3CC(CC(C3)C1)C2 (stereo unspecified)	2%

Some of the entries so far, with each value named:
canonical_smiles: Clc1cccc(-c2ccc3ncnc(NCc4cccnc4)c3c2)c1
  KAT2A inh = -4%&-2%

canonical_smiles: CN(C)c1ccc(C2CC(c3ccccc3)=Nc3nc(-c4ccccc4)cn32)cc1 (stereo unspecified)
  KAT2A inh = 0%

canonical_smiles: COCCNC(=O)/C(C#N)=c1\s/c(=C\c2ccccc2OC(F)F)c(=O)n1Cc1ccccc1
  KAT2A inh = -4%

canonical_smiles: CCOc1cc(N2CCOCC2)c(OCC)cc1NC(=O)COc1ccc2ccc(=O)oc2c1
  KAT2A inh = -8%

Further results
Molecule	KAT2A inh
[O-][n+]1onc2c1CCC(=N/O)/C2=N\Nc1ccccc1	?
CC(=O)N[C@@H](Cc1ccc(O)cc1)C(=O)N[C@H](C(=O)N[C@@H](C)C(=O)N[C@H](C=O)CC(=O)O)C(C)C	-4%
CCCCCOC(=O)Nc1nc(=O)n(C2O[C@H](C)[C@@H](O)[C@@H]2O)cc1F (stereo partly specified)	-25%
C/C(=N\Nc1nc2ccccc2[nH]1)c1ccccn1	-4%
O=C1COc2ccc(N3C(=O)C=CC3=O)cc2N1	?
CN(C)C(=O)NC(O)C(Cl)Cl (stereo unspecified)	4%
COc1ccc(N2CCCn3c2nc2c3c(=O)n(CCCc3ccccc3)c(=O)n2C)cc1	-6%
O=c1cc(N2CCOCC2)oc2c1ccc1ccccc12	0%
O=C(c1cc2cc(Br)cc(Br)c2oc1=O)N1CCCc2ccccc21	-4%
Cc1ccc(NC(=O)c2ccc(OCc3c(C)noc3C)cc2)cc1	0%
O=C1[C@@H]2Cc3c([nH]c4ccccc34)C(c3cccc([N+](=O)[O-])c3)N2C(=O)CN1C1CCN(Cc2ccccc2)CC1 (stereo partly specified)	?
Clc1ccc([C@H](Cn2ccnc2)OCc2c(Cl)cccc2Cl)c(Cl)c1	-5%[21.4 µM]
COc1nc2ccccc2cc1-c1noc(-c2cccnc2)n1	0%
Oc1ccc(COCc2ccc(F)cc2)c2cccnc12	-5%
CCCCCCCCNC(=O)c1ccc(C)cc1	-20%
COc1ccc(C2=NN(C(=O)c3ccccc3)C(c3ccc(OC)c(OC)c3)C2)c(OC(C)=O)c1 (stereo unspecified)	-5%
C#CC(C)(CC)NC(=O)c1cc2c(n(-c3ccc(Cl)cc3)c1=O)CC(C)(C)CC2=O (stereo unspecified)	-4%
COc1ccc(C[C@@](C)(N)C(=O)O)cc1OC	5%[21.4 µM]
COC(=O)c1ccccc1NC(=O)c1cnn(-c2ccc(F)cc2)c1-n1cccc1	10%
O=C(/C=C/c1ccc(O)c(O)c1)c1ccc(O[C@@H]2O[C@H](CO)[C@@H](O)[C@H](O)[C@H]2O)c(O)c1O	-22%
COC(=O)C1[C@@H](OC)C(OC(=O)COc2ccc(OC)cc2)C[C@@H]2CN3CCc4c([nH]c5cc(OC)ccc45)[C@H]3C[C@H]12 (stereo partly specified)	-6%
Cc1cc(C)nc(Nc2n[nH]c(Cc3ccccc3)n2)n1	14%
CC1CCc2sc(C(=O)N=Nc3c(O)[nH]c4ccccc34)cc2C1 (stereo unspecified)	4%
Cc1ccc(C)c(NC(=O)c2ccccc2C(=O)c2ccccc2)c1	-6%
CCCCc1nc2ccccc2c(=O)n1NC(=O)c1c(O)c2cccc3c2n(c1=O)CCC3	-3%
